BAP1 block – human BAP1 deubiquitinase inhibition | Q92560 | recombinant BAP1, Ub-AMC hydrolysis fluorescence kinetic; active compounds read low | activity remaining (% of control), % at 20 µM | 72,000 tested, 0.48% active;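 active = activity remaining at or below 50% of control, provided the compound also passes the data quality filters; inactive = the rest, including low values that fail the filters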;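 also: 100% = DMSO wells rate and 0% = substrate alone blank rate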
Target sequence (Q92560 whole entry, looked up): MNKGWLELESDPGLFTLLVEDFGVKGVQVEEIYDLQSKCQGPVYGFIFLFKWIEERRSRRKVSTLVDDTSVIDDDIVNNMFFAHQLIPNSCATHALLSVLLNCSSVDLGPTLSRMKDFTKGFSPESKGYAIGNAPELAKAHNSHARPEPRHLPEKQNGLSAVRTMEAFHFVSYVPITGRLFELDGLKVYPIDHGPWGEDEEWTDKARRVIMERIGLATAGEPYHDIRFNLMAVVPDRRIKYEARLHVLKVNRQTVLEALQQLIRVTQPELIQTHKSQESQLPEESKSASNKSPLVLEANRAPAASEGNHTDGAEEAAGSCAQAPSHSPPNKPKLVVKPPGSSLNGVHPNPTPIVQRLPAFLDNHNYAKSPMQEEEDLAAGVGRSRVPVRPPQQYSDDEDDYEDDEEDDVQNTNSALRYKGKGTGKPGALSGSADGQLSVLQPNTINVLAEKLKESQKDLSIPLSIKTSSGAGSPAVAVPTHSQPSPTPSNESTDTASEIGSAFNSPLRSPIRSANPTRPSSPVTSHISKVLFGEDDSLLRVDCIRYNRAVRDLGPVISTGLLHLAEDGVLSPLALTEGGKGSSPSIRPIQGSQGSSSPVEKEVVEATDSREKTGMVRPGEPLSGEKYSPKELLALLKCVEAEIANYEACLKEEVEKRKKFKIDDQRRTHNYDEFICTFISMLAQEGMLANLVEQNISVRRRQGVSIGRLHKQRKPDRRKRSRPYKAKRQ
HePTP inhibitor – inhibitors of human HePTP phosphatase; P35236; recombinant HePTP phosphatase activity, OD absorbance; inhibition, % at 20 µM; 110,000 tested, 0.64% active; in the data active = inhibition above about 50%;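 also: plate controls were vehicle for no effect and reference inhibitor for full effect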
Target sequence (P35236 whole entry, looked up): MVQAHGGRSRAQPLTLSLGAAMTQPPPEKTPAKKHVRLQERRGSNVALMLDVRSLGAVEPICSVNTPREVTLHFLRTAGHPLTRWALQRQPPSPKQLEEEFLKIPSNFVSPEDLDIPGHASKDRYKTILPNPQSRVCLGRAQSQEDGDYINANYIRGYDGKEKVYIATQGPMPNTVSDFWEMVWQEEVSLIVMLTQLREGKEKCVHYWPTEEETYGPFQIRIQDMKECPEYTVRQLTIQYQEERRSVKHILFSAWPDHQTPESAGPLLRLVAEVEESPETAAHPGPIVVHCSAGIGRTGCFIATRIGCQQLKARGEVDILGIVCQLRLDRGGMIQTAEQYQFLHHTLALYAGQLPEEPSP
Active calls of the source: *; i = inactive; nt = no result given; & = joins results of further samples.

BAP1 block | HePTP inhibitor | smiles
nt | 12 | CC(=O)c1ccc(N2C(=O)C3C(C2=O)C2(C)c4ccccc4C3(C)c3ccccc32)cc1 (stereo not drawn)
nt | -9 | CCCc1cc(=O)oc2cc(OCC(=O)c3ccccc3)ccc12
nt | 4 | CC(=O)/C(C(=N)N1CCN(c2ccccc2)CC1)=C(\C)O
100 | 2 | O=C(CN1CCN(CC(=O)Nc2ccccc2C(F)(F)F)CC1)Nc1ccccc1F
nt | -3 | CC(=O)c1ccc(NC(=S)NC(NC(=O)c2cccc(C)c2)C(Cl)(Cl)Cl)cc1 (stereo not drawn)
128 | nt | CC1=C(C(=O)OC(C)C)C(c2ccccc2[N+](=O)[O-])C2=C(CCCC2=O)N1 (stereo not drawn)
98 | 4 | CC(=O)c1ccc(N2CCN(S(=O)(=O)c3cccc(S(=O)(=O)N4CCOCC4)c3)CC2)cc1
nt | -5 | CC(=O)C1=C(O)C(=O)N(CCN2CCNCC2)C1c1ccccc1F (stereo not drawn)
116 | nt | O=[N+]([O-])c1ccc2oc(SCc3nc4ccccn4c3Br)nc2c1
nt | -18 | NC1=NC(=O)CC(C(=O)Nc2ccccc2)S1 (stereo not drawn)
nt | -12 | CC(/C=C1\SC(=S)N(c2cccc(Br)c2)C1=O)=C\c1ccccc1
83 | 13 | O=C(O)CC(C(=O)OC1CCCCC1)N1CCOCC1 (stereo not drawn)
100 | 1 | CCOC(=O)C(NC(=O)c1ccccc1)(N1CCOCC1)C(F)(F)F (stereo not drawn)
nt | 6 | O=C(NCCNc1ccc([N+](=O)[O-])cc1Cl)c1ccccc1Cl
103 | 7 | Cc1ccc(Nc2nc(N)nc(CN3CCN(C(=O)c4ccco4)CC3)n2)cc1Cl
nt | -12 | O=C(Nc1ccc(O)cc1)Nc1ccc(Cl)cc1
103 | 11 | O=C(c1ccc2c(c1)OCO2)N1CCN=C1SCc1ccccc1
108 | 5 | CCOC(=O)CSC1=C(C#N)C(c2ccccc2OCC)C(C(=O)OCC)C(=O)N1 (stereo not drawn)
99 | 7 | O=S(=O)(NC1c2cccc3cccc(c23)C1N1CCN(CCO)CC1)c1ccccc1 (stereo not drawn)
589 | 4 | CCOC(=O)C(C)Sc1nc(-c2cccs2)ccc1C#N (stereo not drawn)
nt | 0 | Cc1[nH]n(-c2ccccc2)c(=O)c1C=Nc1ccccc1Cl
nt | 5 | COc1ccc(CNC(=O)CSc2ccccn2)cc1
95 | -4 | CCOC(=O)N1CCC(Nc2cc(C)nc3c(-c4ccccc4OC)c(C)nn23)CC1
nt | 13 | C=CCc1ccccc1OCCOc1ccc(/C=C2/SC(=S)N(C)C2=O)cc1OC
74 | 2 | O=C(NCc1ccc2c(c1)OCO2)c1cnc2ccccn2c1=O
nt | 1 | O=C(COc1ccc2ccccc2c1)Nc1cccc(NC(=O)c2ccc(Cl)cc2Cl)c1
101 | -2 | COc1ccc(CNC(=O)c2cnc(C)cn2)c(OC)c1
nt | -9 | COc1ccc2ccccc2c1C(=O)/C=C/c1cccnc1
nt | 8 | COc1cc(OC)c(OC)cc1CNCC1OCCc2ccccc21 (stereo not drawn)
101 | 3 | Cn1c(=O)c2c(nc(Cl)n2Cc2ccncc2)n(C)c1=O
nt | 5 | Cc1cc(Cl)ccc1NC(=O)COc1ccccc1C
94 | 1 | O=C(NCCNC(=O)C(c1ccccc1)c1ccccc1)c1ccco1
104 | -11 | N#CC1=C(N)SC(N)=C(C#N)C1c1ccc(C(F)(F)F)cc1
nt | -4 | CC(=O)N1c2ccccc2C(N(C(=O)c2ccc([N+](=O)[O-])cc2)c2ccccc2)CC1C (stereo not drawn)
nt | -5 | COc1ccc(N2CCN(C(=O)CCS(=O)(=O)c3cccc4nsnc34)CC2)cc1
nt | -6 | CC(=O)Nc1ccc(N/C(C)=C/C(=O)c2ccc(Br)cc2)cc1
108 | -6 | CCSc1ccccc1C(=O)NCCCn1ccnc1
96 | 9 | C=C(C)Cn1c(COc2ccccc2)nnc1SCC(=O)O
100 | 4 | CCCC(C(=O)NC1CCCCC1)N(CC1CCCO1)C(=O)CNS(=O)(=O)c1ccc(F)cc1 (stereo not drawn)
nt | 0 | CCN(CC)C(=O)C1=C(C)NC(=O)NC1c1ccccc1F (stereo not drawn)
96 | 10 | CC(C)CCn1c(NCCc2ccccc2)nc2c1c(=O)n(C)c(=O)n2C
69 | -2 | Cc1cccc2cc(CN(Cc3nnnn3Cc3ccco3)C3CCCC3)c3nnnn3c12
nt | 8 | COc1ccc(CNC(=O)Cc2ccccc2)cc1OC
nt | 2 | Cc1ccccc1NC1SC(=O)N(c2ccccc2)C1=O (stereo not drawn)
108 | -3 | CN(Cc1ccccc1)S(=O)(=O)c1ccc2c(c1)n(C)c(=O)n2C
nt | 7 | Cn1cccc1CN1CCN(C(=O)c2ccc([N+](=O)[O-])cc2)CC1
86 | 7 | Cc1cc(C)c(C#N)c(OCC(=O)c2ccccc2)n1
nt | 6 | COC(=O)c1c(N=CN(C)C)c(C#N)c2n1CCCCC2
nt | 7 | COc1ccc(-c2cc3nc4n(c(=O)c3s2)CCOC4)cc1
135 | 3 | COc1ccccc1OCc1ccc(C(=O)N2CCN3CCCC3C2)cc1 (stereo not drawn)
nt | -7 | O=C(N/C(=C\c1ccc(Br)cc1)C(=O)N1CCCCCC1)c1cccs1
nt | 4 | c1ccc(CN2CCN(Cc3c[nH]c4ccccc34)CC2)cc1
nt | -15 | Cc1cccc(N2C(=O)NC(=O)/C(=C/c3ccc(N(C)C)c(Br)c3)C2=O)c1
134 | -6 | CCOc1ccc2sc(NS(=O)(=O)c3ccc(OC)c(OC)c3)nc2c1
51 | -5 | COc1ccc(-c2cc(C(F)F)n3ncc(C(=O)NCCCN4CCCC4=O)c3n2)cc1
nt | -18 | Cc1sc(NC(=O)c2ccc(F)cc2)nc1C12CC3CC(CC(C3)C1)C2

Later entries
BAP1 block | HePTP inhibitor | smiles
nt | 0 | COc1ccccc1C(=O)NN1C(=O)/C(=C/c2cccc(Br)c2)SC1=S
103 | 2 | CCN(c1ccccc1)S(=O)(=O)c1ccc(N)cc1
nt | -1 | CCN(CC)CC(=O)Nc1ccc2c(c1)N(C(=O)CNN(CC)CC)c1ccccc1CC2
nt | -10 | COc1ccc(Cl)cc1N(CC(=O)N1CCN(c2ccccc2)CC1)S(=O)(=O)c1ccccc1
nt | -2 | CCCCCC(=O)c1c(C)nn(C)c1C
nt | 6 | Cc1ccc(C2/C(=C(\O)c3ccccc3)C(=O)C(=O)N2c2nncs2)cc1 (stereo not drawn)
nt | 0 | CCOC(=O)c1c[nH]c2c(ccc3ccccc32)c1=O
95 | 28 | COc1cc(NC(=O)C2CCCN(S(=O)(=O)c3cccc4nsnc34)C2)cc(OC)c1 (stereo not drawn)
nt | -2 | Cc1ccc(OCC(=O)NCc2ccccn2)c(C)c1
105 | 11 | OC(c1ccc(Cl)cc1)c1nnc(-c2ccccc2)o1 (stereo not drawn)
95 | 10 | Oc1ccc(Br)cc1CN1CCCCCCC1
nt | 6 | Cc1cc(=O)[nH]c2ccc([N+](=O)[O-])cc12
nt | 5 | Cc1ccc2cc(C#N)c(NCCCNC(=O)C3CCCO3)nc2c1 (stereo not drawn)
93 | -3 | C1CCc2c(nnc3c2-c2nonc2CC3)C1
nt | 3 | O=[N+]([O-])c1cccc(S(=O)(=O)Nc2ccc(Br)cc2)c1
nt | -24 | O=C(c1ccccc1O)N1CCCc2ccccc21

Retrieved by compound from above:
BAP1 block | HePTP inhibitor | smiles
nt | 5 | Cc1ccc2cc(C#N)c(NCCCNC(=O)C3CCCO3)nc2c1 (stereo not drawn)
105 | 11 | OC(c1ccc(Cl)cc1)c1nnc(-c2ccccc2)o1 (stereo not drawn)
93 | -3 | C1CCc2c(nnc3c2-c2nonc2CC3)C1
95 | 10 | Oc1ccc(Br)cc1CN1CCCCCCC1

More entries:
BAP1 block | HePTP inhibitor | smiles
nt | -1 | O=C(NC(=S)Nc1ccc(-c2nc3cc(Cl)ccc3o2)cc1)c1ccccc1Cl
97 | 1&5 | Cc1ccnc(NS(=O)(=O)c2ccc(NC(=O)C3CCCO3)cc2)n1 (stereo not drawn)
nt | -2 | Clc1cccc(Cl)c1OCCCN1CCCCC1
606 | 9 | CCc1nc(NCC2CCCO2)c(C#N)c2c1COC(C)(C)C2 (stereo not drawn)
83 | 0 | CCCn1c2c(c(O)c(C(=O)Nc3nc(C)cs3)c1=O)CCCC2
nt | 4 | CC1=C(C(=O)Nc2ccccc2)C(c2cccc(Cl)c2)NC(=S)N1 (stereo not drawn)
nt | 10 | CCOC(=O)CSc1nc2c(c(=O)n1-c1ccc(OC)cc1)C1(CCCCC1)Cc1ccccc1-2
81 | 3 | CCCCCc1cc(O)c2c(C)cc(=O)oc2c1
98 | 1&-7 | COc1ccc(-c2nnnn2C)cc1S(=O)(=O)NCCc1ccccc1
88 | -4 | CCCOc1nc(N)c(C#N)c(-c2ccccc2F)c1C#N
109 | 6 | Cc1[nH]c2ccccc2c1CCO
100 | 7 | CCOc1ccc(NC(=O)N(CCN(C)C)C(C)c2ccncc2)cc1 (stereo not drawn)
125 | 4 | CS(=O)(=O)c1ccc2nc(NC(NC(=O)c3ccco3)(C(F)(F)F)C(F)(F)F)sc2c1
nt | -8 | COc1ccccc1OCCC(=O)OCC(=O)NC(=O)NC(C)(C)C
nt | -8 | CC1CCc2c(sc(NC(=O)C(C(C)C)N3C(=O)c4ccccc4C3=O)c2C(N)=O)C1 (stereo not drawn)
99 | 3 | CCCC(C)C(=O)Nc1nnc(C)s1 (stereo not drawn)
nt | 7 | COc1ccc(-c2csc(NCc3ccco3)n2)cc1
115 | 14 | CCN(CC)CCNC(=O)C1CCN(S(=O)(=O)N2CCCCC2)CC1
236 | 1 | CCCCC(=O)N(CCOC)c1nnc(-c2ccc(OC)cc2)s1
117 | -10 | CCCCCN(C(=O)NC(=O)Nc1nncs1)S(C)(=O)=O
nt | 7 | CCOC(=O)C1=C(C)N(C)C(=O)NC1c1ccc(O)cc1 (stereo not drawn)
nt | -3 | O=C(NCC1CCCO1)c1cc2nc(-c3ccco3)cc(C(F)(F)F)n2n1 (stereo not drawn)
nt | -1 | CC(=O)CC(=O)Nc1ccc2c(c1)OCCO2
nt | -2 | CN(CCOC(=O)c1ccccc1)C1=NS(=O)(=O)c2ccccc21
90 | 8 | CCOc1ccc(-n2nnc3c(=O)n(CC(=O)c4ccccc4)cnc32)cc1
81 | -4 | FC(F)(F)c1cccc(N2Cc3ccccc3C2)c1
nt | -19 | CS(=O)(=O)N(CC(=O)NCc1ccco1)c1ccc(Oc2ccccc2)cc1
97 | 6 | Cc1nc2ccccc2c(=O)n1/N=C/c1ccncc1
nt | 1 | CCC(=O)N1c2ccccc2NC2=C(C(=O)CC(c3ccccc3)C2)C1c1ccc(C)o1 (stereo not drawn)
97 | 3 | Cc1ccc(C(=O)Nc2ccccc2N2CCN(C(=O)C(C)C)CC2)cc1
93 | -6 | COc1ccccc1OCC(=O)N(Cc1nc(-c2ccc(Cl)cc2)no1)C(C)C
98 | nt | COC(=O)c1ccc2cc(C(=O)O)ccc2c1
84 | 8 | CC(C)NS(=O)(=O)c1ccc(OCC(=O)Nc2ccc3c(c2)OCCO3)cc1
105 | -1 | O=C(O)CN1C(=O)CSc2ccccc21
i | 11 | CCOc1nc(-c2ccc(C)cc2)ccc1-c1noc(COC)n1
97 | 4 | CCOC(=O)c1sc2nc(NC(=O)c3cccs3)sc2c1C
nt | -3 | O=[N+]([O-])c1ccc(S(=O)(=O)NCCOc2ccccc2Cl)cc1
99 | 1 | COC(=O)C(Cc1cnc[nH]1)NC(=O)C1CCC(=O)N1 (stereo not drawn)
73 | -2 | COc1cc2c(cc1OC)CN(C(=O)CSc1nc(N)c(C#N)cc1C#N)CC2
109 | 8 | CC1=[N+]([O-])C(N2CCOCC2)C(O)(c2ccccc2)C1 (stereo not drawn)
102 | 5 | CCc1c(C)nc(N)n2c(SCC(=O)N3CCN(c4ccccc4OC)CC3)nnc12
nt | -9 | COc1cc2c(cc1OC)C(CSc1ccccc1C(=O)O)=NC(C)(C)C2
99 | 3 | COc1ccc(-c2noc(CCCC(=O)NCCc3ccccc3)n2)cc1OC
99 | 6 | C=C(C)Cn1c(CCNC(=O)CC)nc2ccccc21
78 | nt | COc1ccc(C2CC(C(F)(F)F)n3ncc(C(=O)Nc4ccc5c(c4)OCO5)c3N2)cc1 (stereo not drawn)
83 | nt | O=c1cc(O)cc(/C=C/c2ccc(O)c(O)c2)o1
88 | 8 | Cc1onc(-c2ccccc2)c1C(=O)N1CCN(C/C=C/c2ccccc2)CC1
nt | 9 | O=C(CSc1ncn[nH]1)Nc1ccc(Br)cc1
110 | 7 | CCOC(=O)c1oc2ccccc2c1NC(=O)c1cccc(OC)c1OC
94 | 7 | O=S(=O)(c1ccc(OCC(O)CN2CCc3ccccc3C2)cc1)N1CCOCC1 (stereo not drawn)
92 | 12 | Cc1ccc(-c2cnc(N)n2C)cc1C
nt | 6 | O=C(Nc1cc(NC(=O)c2ccccc2)cc(C(=O)Nc2nccs2)c1)c1ccccc1
nt | 1 | CCc1ccc2[nH]cc(C(=O)OCCOC)c(=O)c2c1

Structural class: the entries above with a CF3 group (seven)
BAP1 block | HePTP inhibitor | smiles
100 | 2 | O=C(CN1CCN(CC(=O)Nc2ccccc2C(F)(F)F)CC1)Nc1ccccc1F
100 | 1 | CCOC(=O)C(NC(=O)c1ccccc1)(N1CCOCC1)C(F)(F)F (stereo not drawn)
104 | -11 | N#CC1=C(N)SC(N)=C(C#N)C1c1ccc(C(F)(F)F)cc1
125 | 4 | CS(=O)(=O)c1ccc2nc(NC(NC(=O)c3ccco3)(C(F)(F)F)C(F)(F)F)sc2c1
nt | -3 | O=C(NCC1CCCO1)c1cc2nc(-c3ccco3)cc(C(F)(F)F)n2n1 (stereo not drawn)
81 | -4 | FC(F)(F)c1cccc(N2Cc3ccccc3C2)c1
78 | nt | COc1ccc(C2CC(C(F)(F)F)n3ncc(C(=O)Nc4ccc5c(c4)OCO5)c3N2)cc1 (stereo not drawn)

Compound activity (PubChem BioAssay)
